# Source: PubChem (National Center for Advancing Translational Sciences (NCATS))
# RGS4 inh = blocks human RGS4-accelerated GTP hydrolysis; Transcreener GDP fluorescence polarization, RGS4-accelerated GTP hydrolysis; P49798; AID 504845; hit rate 0.039% among 390,000; Potency, µM (doses to about 114 µM), without a hit: at the top dose activity change, negative = inhibition, hits mostly inhibitors; also: potency is read from the fitted curve at half-maximal effect; % is scaled to controls: 0 for no effect and ±100 for the full control effect; nearly all actives have a fitted effect of over 75% in size; some results filed as inactive show a strong effect at the top dose
# Target sequence (P49798 whole entry, looked up): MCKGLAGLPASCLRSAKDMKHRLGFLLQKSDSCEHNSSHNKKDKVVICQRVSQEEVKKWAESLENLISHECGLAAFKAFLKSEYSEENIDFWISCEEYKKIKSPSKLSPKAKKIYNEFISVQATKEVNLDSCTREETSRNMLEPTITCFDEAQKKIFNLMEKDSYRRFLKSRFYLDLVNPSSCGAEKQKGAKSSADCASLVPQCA
#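 MLSMR compounds (23 nl, pin-transferred) preincubated 10 min at room temperature with a 500nM (2x) first reagent, then RGS4 at 900nM (2x) plus Transcreener GDP mix added; fluorescence polarization (620/688 nm) read before and after 90 min at 30 °C.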
# LDHA inh = inhibitors of human lactate dehydrogenase A. P00338. purified LDHA, NADH/diaphorase-resazurin fluorescence; stronger effect = lower value. activity change, % (values are at about 110 or 230 µM). hit rate 0.15% among 480,000; in the data active = activity change below about -30%; inconclusive = mostly about -25% to -30%;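 also: plate controls were DMSO wells for no effect and wells without enzyme for full effect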
#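 LDH5 2 nM; NADH 0.06 mM, pyruvate 0.2 mM; 200 mM Tris pH 7.4, EDTA, Tween-20; 5 min RT. Detection: diaphorase 0.133 mg/mL + resazurin 37 µM, fluorescence ex540/em590 at 0 and 20 min; normalized to enzyme-free and DMSO wells.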
# Vif-APOBEC3G blk = inhibitors of Vif-APOBEC3G interaction | HeLa A3G-eYFP + Vif (tagged APOBEC3G with the HIV-1 protein that degrades it), YFP fluorescence, overnight | Potency, µM (highest dose often 46.1 µM), for inactives: at the top dose activity, negative = active, hits mostly inhibitors | hit rate 0.076% among 410,000 | Q9HC16 | AID 602310;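 also: potency is read from the fitted curve at half-maximal effect; % is scaled to controls: 0 for no effect and ±100 for the full control effect; nearly all actives have a fitted effect of over 60% in size; hits raise eYFP signal because A3G escapes Vif-driven loss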
#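 HeLa cells stably expressing Vif and C-terminally eYFP-tagged A3G, seeded overnight at 37 deg C, then exposed to compound by pintool overnight at 37 deg C. Rise in yellow fluorescence (Ex 488/Em 500-530, Acumen) marks blocked Vif-driven A3G degradation.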
# Vif-APOBEC3F blk = blocks the Vif interaction with APOBEC3F. HeLa A3F-eYFP + Vif (tagged APOBEC3F with the HIV-1 protein that degrades it), YFP fluorescence increase. Potency, µM (series often up to 46.1 µM), without a hit: at the highest dose activity, negative = active. hit rate 0.2% among 390,000; also: potency is read from the fitted curve at half-maximal effect; % of control where 0% means no effect; nearly all actives have a fitted effect of over 65% in size
#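 HeLa cells stably expressing A3F-eYFP plus Vif, plated and incubated overnight at 37 deg C, then exposed to compounds overnight at 37 deg C. Blocked degradation read as raised yellow fluorescence (Ex 488/Em 500-530).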
# IDH1 R132H inh = human IDH1 R132H inhibition | IDH1-R132H enzyme, NADPH consumption, diaphorase/resazurin fluorescence | Potency, µM (highest dose often 76.6 µM), without a hit: at the highest dose activity change, negative = inhibition, actives largely listed as inhibitors | AID 602179 | hit rate 0.093% among 390,000 | O75874; also: potency is read from the fitted curve at half-maximal effect; % is scaled to controls: 0 for no effect and ±100 for the full control effect; nearly all actives have a fitted effect of over 65% in size
#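 IDH1-R132H (0.5 ug/mL) preincubated 30 min with compound, then NADPH (0.016 mM) and alpha-KG (2 mM) added; 80 min at RT, pH 7.5. Remaining NADPH coupled via diaphorase/resazurin to fluorescence (540/590 nm); concentration-response curves normalized to no-enzyme control.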
# TrxR1 substrate = rat thioredoxin reductase 1 substrate activity; O89049; purified TrxR1 substrate turnover, NADPH consumption readout; Potency, µM (doses to about 114 µM), for inactives: top-dose activity change, negative = substrate turnover; hit rate 0.01% among 390,000; AID 588456; also: potency is read from the fitted curve at half-maximal effect; % is scaled to controls: 0 for no effect and ±100 for the full control effect; nearly all actives have a fitted effect of over 50% in size
#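 Rat TrxR1, dispensed at 90 nM, was prereduced with 400 uM NADPH (final) for 5 min at ~22 deg C, then incubated with compound 15 min before 400 uM selenite. A first-read NADPH fluorescence drop versus no-compound background flagged substrates.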
# Glioma ERSR ind = inducers of ER stress response in human glioma cells | AID 602332 | Potency, µM, for the others: top-dose activation, usual class: activators | U87-MG GRP78 promoter luciferase reporter, 16 h | hit rate 0.02% among 420,000; also: potency is read from the fitted curve at half-maximal effect; series mostly up to about 76 µM; % of control where 0% means no effect; nearly all actives have a fitted effect of over 35% in size
#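 Stably transfected U87-MG glioma cells carrying a GRP78-based luciferase sensor; 16 h compound incubation. Luminescence end-point read 10 min after Bright-Glo addition at room temperature.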
# USP1 inh = inhibitors of human USP1/UAF1 deubiquitinase | recombinant USP1/UAF1, Ub-Rhodamine cleavage fluorescence | Potency, µM (series often up to 57.1 µM), for the others: at the highest dose activity change, negative = inhibition, actives largely listed as inhibitors | AID 743255 | O94782 | hit rate 0.23% among 390,000; also: potency is read from the fitted curve at half-maximal effect; % is scaled to controls: 0 for no effect and ±100 for the full control effect; nearly all actives have a fitted effect of over 60% in size; inactives centre near -12
# Target sequence (O94782 whole entry, looked up): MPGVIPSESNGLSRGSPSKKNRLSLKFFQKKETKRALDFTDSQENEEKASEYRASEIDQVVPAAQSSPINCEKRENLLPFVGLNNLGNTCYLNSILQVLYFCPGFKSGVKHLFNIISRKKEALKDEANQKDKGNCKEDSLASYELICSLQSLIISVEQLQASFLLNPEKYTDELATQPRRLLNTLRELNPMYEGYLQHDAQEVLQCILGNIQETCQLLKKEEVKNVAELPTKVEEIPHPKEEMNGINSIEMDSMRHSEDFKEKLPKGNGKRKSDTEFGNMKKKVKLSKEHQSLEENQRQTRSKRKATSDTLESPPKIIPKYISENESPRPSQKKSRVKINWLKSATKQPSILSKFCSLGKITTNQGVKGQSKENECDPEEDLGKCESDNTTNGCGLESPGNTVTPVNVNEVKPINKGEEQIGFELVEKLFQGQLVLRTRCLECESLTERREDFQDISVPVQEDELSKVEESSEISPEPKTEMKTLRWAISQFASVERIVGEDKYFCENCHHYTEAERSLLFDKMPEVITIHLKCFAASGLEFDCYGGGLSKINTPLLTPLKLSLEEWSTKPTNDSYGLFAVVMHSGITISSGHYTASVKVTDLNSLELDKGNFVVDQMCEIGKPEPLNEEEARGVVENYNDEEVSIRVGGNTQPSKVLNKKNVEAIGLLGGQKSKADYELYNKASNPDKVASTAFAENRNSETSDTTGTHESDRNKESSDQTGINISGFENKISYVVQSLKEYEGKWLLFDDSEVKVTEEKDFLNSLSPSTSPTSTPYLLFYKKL
#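 USP1/UAF1 complex (1 nM) preincubated 15 min at room temperature with compound, then Ub-Rho substrate (150 nM final) added. Kinetic fluorescence at 480/540 nm over 6 reads at 60 s intervals; 50 mM HEPES pH 7.8, 0.5 mM EDTA, 0.1 mg/ml BSA, 1 mM TCEP, 0.01% Tween-20.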
# rTrxR1 inhibitor = blocks rat thioredoxin reductase 1; hit rate 1% among 390,000; O89049; AID 588453; recombinant rTrxR1, NADPH fluorescence consumption, selenite substrate; Potency, µM (series often up to 114 µM), without a hit: at the top dose activity change, negative = inhibition, actives largely listed as inhibitors; also: potency is read from the fitted curve at half-maximal effect; % is scaled to controls: 0 for no effect and ±100 for the full control effect; nearly all actives have a fitted effect of over 65% in size
#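 Rat TrxR1 (90 nM in the dispensed reagent) was pre-reduced with 400 uM NADPH for 5 min at room temperature, then incubated with compound for 15 min. After 400 uM selenite was added, NADPH fluorescence (Ex 340/Em 450 nm) was followed for 8 min.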
# * = called active by the depositor; u = inconclusive; x = no result given; [ ] = remark or other dose. Unless noted, calls follow the shape of the dose curve; as a rule, active = well fitted curve in the direction sought with a large enough effect; inconclusive = small, poorly fitted or top-dose-only effect, or another doubt; inactive = no such curve, though single readings can be large; an effect the other way counts as inactive or inconclusive. These rows are one share of the data (hit frequency here may not be typical).
SMILES,RGS4 inh,LDHA inh,Vif-APOBEC3G blk,Vif-APOBEC3F blk,IDH1 R132H inh,TrxR1 substrate,Glioma ERSR ind,USP1 inh,rTrxR1 inhibitor
COC(=O)CNC(=O)CCC(=O)N1CCN(C(c2ccccc2)c2ccccc2)CC1,-11%,0,1%,8%,1%,-4%[57.1 µM],-3%,-11%,10%[57.1 µM]
COc1ccc(-c2c(C(F)(F)F)nn(C)c2NC(C)=O)cc1,5%,-9,0%,-29%,2%,10%[57.1 µM],-6%,u,25%[11.4 µM]
COc1ccc(-n2c(=O)c3ccccc3c3ccccc3c2=O)cc1,-41%,-1,-2%,4%,3%,3%,-7%,-3%,-4%
CS(=O)(=O)c1ccc(NCCN2CCOCC2)c([N+](=O)[O-])c1,8%,-5,0%,-14%,-2%,0%,-5%,-9%,15%
O=C(O)CC(c1ccc(OC2CCCC2)cc1)N1C(=O)c2ccccc2C1=O (stereo not given),20%,-10,3%,-11%,2%,9%[57.1 µM],0%,-8%,14%[57.1 µM]
CCN(C(=O)c1ccc(NC(=O)c2ccco2)cc1)c1ccccc1,19%,-10,-5%,2%,2%,4%,-3%,-18%,14%
CC(C)N1CC(C(=O)Nc2ccc(Cl)c([N+](=O)[O-])c2)CC1=O (stereo not given),-22%,0,4%,-3%,-1%,0%,-2%,-20%,35%[2.29 µM]
COc1cccc(NCc2nnc3n2CCCCC3)c1,-2%,10,2%,7%,9%,1%[57.1 µM],-4%,-21%,8%[57.1 µM]
CCn1c(C(=O)NC2CCC(C)CC2)cc2sccc21 (stereo not given),-35%,2,2%,-4%,13%,15%,3%,-19%,51%
C=CCn1cc(C(=O)NCCCOCC)c(=O)c2cc(S(=O)(=O)N(CC)CC)ccc21,25%,-1,-7%,-5%,5%,-2%,-3%,-5%,3%
Cc1ccc(S(=O)(=O)NCC2NCCc3ccccc32)cc1 (stereo not given),u,3,4%,15%,9%,6%,3%,-6%,11%[57.1 µM]
O=C(NCc1ccco1)C1CCCN(S(=O)(=O)c2cc(Cl)ccc2Cl)C1 (stereo not given),-3%,-6,1%,2%,1%,4%,0%,-25%,29%
COc1ccc(C(O)c2coc3ccc(O)c(CN(C)C)c23)cc1 (stereo not given),-12%,-5,1%,-10%,5%,3%,-5%,-10%,0%
O=c1[nH]c(-c2ccccc2Cl)nc2c1sc(=S)n2-c1ccccc1,-4%,-12,0%,-15%,-6%,5%[57.1 µM],-1%,-23%,13%[57.1 µM]
O=C(O)c1n[nH]nc1-c1ccccc1,23%,-15,-1%,3%,-9%,-5%[57.1 µM],0%,-7%,-6%[57.1 µM]
CCCOc1ccc(/C=N/NC(=O)CSc2ccccn2)cc1OC,-5%,-3,-8%,12%,22%,-4%,11%,-22%,12%
COc1ccc(N(CC(=O)Nc2ccc(C)cc2)S(=O)(=O)c2c(C)noc2C)cc1,13%,-3,4%,9%,-1%,3%,0%,-25%,21%
CN(C)c1ccnc(C(=O)O)c1,-13%,3,9%,-4%,9%,9%[57.1 µM],-3%,-14%,8%[57.1 µM]
O=C(c1c(F)cccc1Cl)N1CCN(S(=O)(=O)c2ccc3c(c2)OCCCO3)CC1,24%,-6,2%,-4%,3%,-2%,-5%,-2%,5%
CCCC(=O)NC(c1ccco1)c1cc(Cl)c2cccnc2c1O (stereo not given),-6%,8,-24%,2%,0%,-22%[57.1 µM],-6%,-16%,21%[57.1 µM]
CCc1cccc(NC(=O)c2c(C)oc3ncnc(N4CCCCC4)c23)c1,-16%,-1,-3%,1%,-4%,-6%,-4%,-17%,9%
O=C1/C(=C\c2ccc([N+](=O)[O-])cc2)CS(=O)(=O)C/C1=C/c1ccc([N+](=O)[O-])cc1,u,-7,u,14%,0%,-7%[57.1 µM],-14%,u,u
Cc1ccc(-c2cc(C(F)F)nc(N3CCC(C)CC3)n2)cc1,6%,3,-2%,3%,6%,27%,-4%,-15%,25%
Cc1ccc(-c2nc(N3CCN(c4ccccc4Cl)CC3)c3ccccc3n2)cc1,13%,-3,-2%,1%,0%,39%[activator],-3%,-22%,59%[activator]
Cc1ccccc1NC(=O)c1sc2nc3c(c(-c4ccco4)c2c1N)CCC3,-13%[11.4 µM],4,13µM*,u,1%,-1%,-7%,-20%,u
COC(=O)c1sccc1NC(=O)c1ccco1,-8%,-11,-2%,0%,0%,10%,0%,-14%,8%
Cc1ccnc(NS(=O)(=O)c2ccc(NC(=O)C(C)(C)C)cc2)n1,9%,-2,0%,0%,-11%,1%,-2%,-16%,13%
CCc1ccc(S(=O)(=O)N/N=C\c2cn(CC(N)=O)c3ccccc23)cc1,-17%,-2,-11%,-1%,-1%,-6%,-4%,-15%,-16%
Cn1c(SCc2ccc(Br)cc2)nc2c(c1=O)SCC2,-20%,-5,1%,3%,2%,2%[57.1 µM],-1%,-16%,-3%[57.1 µM]
COc1cc(C(=S)N2CCOCC2)cc(OC)c1OC(=O)c1cccc(C)c1,-12%,-8,2%,2%,-9%,-11%,4%,-6%,-7%
O=C(NC1CCCc2ccccc21)C1CCN(c2nnc(-n3cccc3)s2)CC1 (stereo not given),-2%,-7,-24%,u,-15%,4%,-9%,-24%,21%
Cc1cccn2c(=O)c3cc(C(=O)NC4CCCC4)c(=N)n(C4CCCC4)c3nc12,8%,-4,-2%,-6%,3%,753%[activator][57.1 µM],-5%,-11%,-18%[57.1 µM]
FC(F)(F)c1cccc(N2CCN(C(=S)NC3CCCC3)CC2)c1,-22%,-4,-6%,x,4%,-5%,-3%,-19%,-1%
CCOc1ccc(N2C(=O)CC(Sc3nnnn3-c3ccccc3)C2=O)cc1 (stereo not given),9%,-5,-28%,3%,-5%,-1%[57.1 µM],-16%,-17%,-9%[57.1 µM]
Cn1sc(NC(=O)c2ccccc2)nc1=O,5%,-12,-4%,-11%,4%,-1%,1%,-15%,20%
Cc1cnc(C(=O)NCC(c2ccccc2)c2ccccc2)cn1,8%[11.4 µM],-7,0%,-7%,-12%,-2%,-3%,-6%,5%
COc1ccc(S(=O)(=O)N2CCOCC2)cc1NC(=O)c1ccc(=O)[nH]c1,4%,3,1%,-7%,1%,0%,-4%,-2%,-11%
O=C(Cc1ccccc1Cl)N1CCOCC1,3%,-1,1%,0%,18%,2%,-3%,-10%,3%
Cc1cccc(CCNC(=O)C2CCCN(c3cnccn3)C2)c1 (stereo not given),12%,-6,-1%,1%,-5%,7%,3%,-29%,-1%
O=c1c(Cc2ccccc2)c(O)ccn1Cc1ccc2c(c1)OCO2,8%[56.9 µM],-6,-1%,11%,10%,10%[2.29 µM],-3%,-21%,7%[2.29 µM]
CN(C)S(=O)(=O)c1cccc(NC(=O)COc2cccc3ccccc23)c1,16%,2,-4%,-6%,4%,-2%[57.1 µM],-2%,-20%,2%
CN(C)S(=O)(=O)c1cccc(NC(=S)N/N=C/c2cc(Br)ccc2O)c1,-8%,-12,-10%,-11%,u,-8%,-5%,-4%,-5%
COc1cc2cc(CCCOC(=O)c3ccco3)oc(=O)c2cc1OC,-3%,3,1%,-5%,7%,7%,-3%,-25%,18%
Cc1noc(NS(=O)(=O)c2ccc(NC(=O)c3cc(S(=O)(=O)Nc4ccc(F)cc4)ccc3Cl)cc2)c1C,-39%,-12,3%,3%,1%,-6%,-2%,3%,5%
COc1cccc(CNC(=O)CCC2CCCN(C(=O)C3CCOCC3)C2)c1 (stereo not given),4%,-2,1%,-8%,11%,-3%,2%,-25%,3%
CCOc1ccc(C(C)=O)cc1COC(=O)CN1C(=O)NC2(CCCC2)C1=O,-21%,-3,-1%,0%,3%,-2%,-3%,-4%,28µM*
COc1ccc(S(=O)(=O)Nc2ncccc2C)c2ccccc12,21%,-3,-8%,-1%,2%,-2%,0%,-16%,3%
Cc1ccc(CNC(=O)CN(C)S(=O)(=O)c2ccc(Br)s2)cc1,-16%,1,2%,-13%,5%,-5%,-5%,-17%,-4%
O=C(Nc1ccc(S(=O)(=O)N2CCOCC2)cc1)c1cc(-c2cc(Cl)ccc2O)n[nH]1,30%,-2,u,-2%,9%,-4%,-2%,-16%,15%
C=CCN1C(=O)C2C(C(=O)NCc3ccccc3)C3C=CC2(O3)C1C(=O)NC(C)(C)C (stereo not given),49%,-24,1%,x,5%,-3%,-2%,0%,11%

# (more compounds)
SMILES,RGS4 inh,LDHA inh,Vif-APOBEC3G blk,Vif-APOBEC3F blk,IDH1 R132H inh,TrxR1 substrate,Glioma ERSR ind,USP1 inh,rTrxR1 inhibitor
Cc1cc(C)nc(SCC(=O)Nc2ccccc2[N+](=O)[O-])n1,5%,-1,1%,-10%,5%,4%,1%,-1%,13%
O=C(Nc1ccc(C(=O)N2CCOCC2)cc1)c1cnn2c(C(F)F)cc(-c3ccccc3)nc12,6%,-3,3%,u,0%,-2%,-2%,-20%,10%
C/C(=N\NC(=O)c1nnn(-c2nonc2N)c1CN1CCc2ccccc21)c1ccccc1O,-7%,1,-20%,u,5%,-1%,-1%,-17%,17%
O=S(=O)(c1ccc2c(c1)OCCO2)N1CCNCC1,7%,-3,1%,-2%,-2%,7%,-2%,-24%,10%
